DNMT1 inh: human DNMT1 methyltransferase inhibitors, primary screen, biochemical, molecular beacon, fluorescence, HinP1I cleavage, uHTS; hit rate 0.83% among 360,000; inhibition (reported as % activation of signal), % at 10 µM; DNA (cytosine-5)-methyltransferase 1 (Homo sapiens), P26358; AID 588458, 2011; in the data active = inhibition above about 50%
Tb MetRS inh: T. brucei MetRS inhibitors, primary screen, biochemical, luminescence; methionyl-tRNA synthetase (Trypanosoma brucei brucei); purified T. brucei MetRS, ATP depletion, Kinase-Glo luminescence; inhibition, % at 11.9 µM; hit rate 0.4% among 360,000;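 active = inhibition above a per-plate cutoff of the control wells' mean inhibition plus 3 SD, cut at about 5.5% in these data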;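 note: 0% = DMSO wells median and 100% = median of wells with control inhibitor compound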
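technique = Kinase-Glo luminescence, ATP depletion format | system = purified MetRS (methionyl-tRNA synthetase) enzyme from Trypanosoma brucei | timing = 15 min preincubation, 2 h reaction, all 25 °C | evaluation = percent inhibition versus plate control medians | dosing = single dose, 11.9 µM final nominal, 0.9% final DMSO | also added = substrates ATP, L-methionine and bulk Escherichia coli tRNA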
SUMO1-SIM PPI: modulators of SUMO1 protein-protein interactions, primary screen, biochemical, uHTS | hit rate 0.33% among 360,000 | Small ubiquitin-related modifier 1 (Homo sapiens), P63165 | inhibition, % at 20 µM | SUMO1 binding to a labelled peptide, TR-FRET, 1 h; in the data active = inhibition above about 37%
MsrA inhibitor: bovine MsrA enzyme inhibitors, primary screen, biochemical, absorbance, HTS; purified bovine MsrA, absorbance read-out; Methionine sulfoxide reductase A (Bos taurus); inhibition, % at 15.5 µM; hit rate 0.75% among 360,000; in the data active = inhibition above about 4.5%;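 note: 0% = vehicle wells with enzyme and 100% = reference inhibitor wells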
Scp1 inh: Scp-1 phosphatase inhibitors, primary screen, biochemical, colorimetric, uHTS; Carboxy-terminal domain RNA polymerase II polypeptide A small phosphatase 1 (Homo …; Recombinant Scp1, phosphopeptide, malachite green phosphate absorbance; inhibition, % at 20 µM; hit rate 0.88% among 340,000; AID 493091, 2011;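 active = inhibition above about 50% at 20 µM, limit read from the data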;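 note: plate controls were DMSO wells with enzyme for no effect and wells lacking enzyme for full effect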
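Test system: SCP-1 catalytic domain; Buffer or medium: Acidic Tris acetate buffer with magnesium and detergent; Also added: Phosphorylated 17-residue peptide substrate; Compound: single 20 µM dose, 1% DMSO; Schedule: enzyme reaction 45 min at room temperature, colour 5 min, stabilisation 30 min; Signal: Phosphate-binding colour reagent, absorbance read at 630 nm.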
Rpn11 inh: Rpn11 (PSMD14) deubiquitinase inhibitors, primary screen, biochemical, fluorescence polarization, uHTS; human 26S proteasome, Ub4-pepOG fluorescence polarization; 20S core pre-blocked with epoxomicin; calls only at 20 µM; hit rate 0.59% among 360,000;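 active = inhibition at 20 µM, scaled to each plate's controls, above about 33%, limit read from the data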
LMPTP inh: LMPTP phosphatase inhibitors, primary screen, biochemical, fluorescence intensity, uHTS. inhibition, % at 20 µM. Low molecular weight phosphotyrosine protein phosphatase (Homo sapiens), P24666. hit rate 0.22% among 360,000. recombinant LMPTP-A, OMFP fluorogenic substrate;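 active = compounds that cut the enzyme signal by at least half of the control window in the single-dose screen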;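 note: plate controls were DMSO wells with enzyme plus substrate for no effect and substrate without enzyme for full effect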
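Test system: LMPTP-A phosphatase enzyme. Amount: LMPTP-A at 0.625 nM final in the reaction. Reagent: OMFP substrate, 400 µM final. Times: 50 min at room temperature. Signal: endpoint fluorescence intensity from OMFP dephosphorylation. Read-out basis: % inhibition. Benchmarks: no-enzyme and uninhibited controls.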
CSN inh: inhibitors of CSN-mediated cullin deneddylation, primary screen, biochemical, fluorescence polarization, uHTS | AID 651999, 2013 | Purified CSN, SCF-Nedd8-OG deneddylation | inhibition, % at 12.5 µM | COP9 signalosome complex subunit 5 (Homo sapiens), Q92905 | hit rate 0.38% among 360,000;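 active = pattern-corrected inhibition above about 35%, with an unprinted fluorescence ratio check between 0.5 and 1.5, limit read from the data, passing the limit was not always enough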;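 note: 0% = enzyme with substrate and 100% = substrate without enzyme; some results filed as inactive read as strong as hits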
Target sequence (Q92905 whole entry, looked up, one chain of several): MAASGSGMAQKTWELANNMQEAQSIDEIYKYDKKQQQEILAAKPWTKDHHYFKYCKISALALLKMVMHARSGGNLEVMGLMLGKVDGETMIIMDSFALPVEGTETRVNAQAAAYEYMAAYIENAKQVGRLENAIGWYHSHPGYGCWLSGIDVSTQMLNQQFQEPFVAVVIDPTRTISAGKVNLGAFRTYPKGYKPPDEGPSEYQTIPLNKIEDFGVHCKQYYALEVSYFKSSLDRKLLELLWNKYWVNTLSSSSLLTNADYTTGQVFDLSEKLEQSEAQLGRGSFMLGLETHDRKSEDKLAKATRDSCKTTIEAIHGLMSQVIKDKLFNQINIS
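Test system: Human Csn5 produced in HEK293T cells | Compound: 12.5 µM single point | Times: 90 min, room temperature | Signal: Fluorescence polarization readout | Read-out basis: % inhibition of substrate cleavage by Csn5 | Controls: no-enzyme wells high, enzyme-with-substrate wells low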
STEP block: STEP phosphatase inhibitors, primary screen, biochemical, fluorescence intensity, uHTS | Tyrosine-protein phosphatase non-receptor type 5 (Homo sapiens), P54829 | recombinant STEP, OMFP fluorogenic substrate | inhibition, % at 20 µM | hit rate 0.25% among 360,000;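 active = inhibition at 20 µM, scaled per plate between control wells, above about 37%, limit read from the data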;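 note: 0% = DMSO with enzyme and substrate and 100% = substrate only without enzyme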
Target sequence (P54829 whole entry, looked up): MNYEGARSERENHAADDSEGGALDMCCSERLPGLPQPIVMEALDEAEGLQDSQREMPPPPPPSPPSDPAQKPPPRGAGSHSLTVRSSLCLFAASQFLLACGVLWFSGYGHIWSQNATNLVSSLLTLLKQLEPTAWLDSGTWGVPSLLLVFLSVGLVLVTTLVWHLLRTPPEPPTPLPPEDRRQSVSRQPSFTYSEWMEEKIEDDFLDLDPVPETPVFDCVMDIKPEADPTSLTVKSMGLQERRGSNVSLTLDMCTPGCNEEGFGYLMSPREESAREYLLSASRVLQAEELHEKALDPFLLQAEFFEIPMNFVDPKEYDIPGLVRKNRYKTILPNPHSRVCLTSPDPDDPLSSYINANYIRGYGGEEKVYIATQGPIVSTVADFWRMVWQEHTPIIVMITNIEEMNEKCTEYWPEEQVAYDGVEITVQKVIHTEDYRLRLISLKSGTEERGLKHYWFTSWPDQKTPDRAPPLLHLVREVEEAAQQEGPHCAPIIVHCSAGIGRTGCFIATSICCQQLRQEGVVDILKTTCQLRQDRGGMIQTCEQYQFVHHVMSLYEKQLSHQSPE
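medium = Bis-Tris buffer pH 6.0, 2.5 mM DTT, 0.005% Tween 20 | test system = STEP (striatal-enriched tyrosine phosphatase) enzyme, cell-free | measure = normalized % inhibition | compound dosing = 20 µM, 1% DMSO | also added = 25 µM OMFP | schedule = reaction 20 min, ambient temperature | measured by = fluorescence read at 480 nm ex / 540 nm em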
NadD inh: inhibitors of S. aureus NadD, primary screen, biochemical, colorimetric, uHTS | purified NadD enzyme, colorimetric absorbance read-out | inhibition, % at 20 µM | hit rate 0.78% among 360,000 | Nicotinate-nucleotide adenylyltransferase NadD (Staphylococcus aureus N315) | AID 602399, 2012; in the data active = inhibition above about 26%; note: some compounds past the cut are filed as inactive
* marks the source's active call; other numbers are inactive results; i = inactive; . = not tested or not shown.

Fields – DNMT1 inh	Tb MetRS inh	SUMO1-SIM PPI	MsrA inhibitor	Scp1 inh	Rpn11 inh	LMPTP inh	CSN inh	STEP block	NadD inh
(1) Cc1ccc(CCc2nnc(SCC(=O)Nc3cc(Cl)ccc3Cl)n2-c2ccccc2)o1
→ -14	0.6	1	-0.9	-1	i	8.3	2	6	14
(2) Cc1oc(-c2ccc(Cl)cc2)nc1CSCC(=O)NCCCN1CCOCC1
→ 0	-0.7	2	1.8	1	i	-1.0	-2	-6	1
(3) Cc1nn(CC(=O)NCCCN2CCN(Cc3ccccc3)CC2)c(=O)c2cc(-c3ccccc3)nn12
→ 0	-0.6	1	0.4	-9	i	-2.2	3	-3	-7
(4) COc1ccc2[nH]c3c(c2c1)CCN1C(=O)C(CC(=O)NCCCn2ccnc2)C[C@H](C(=O)N2CCOCC2)[C@@]31C (some centres not stated)
→ 5	-1.9	0	-1.3	4	i	-8.9	0	-2	-1
(5) C=CC[C@H]1CC(C)=C[C@H](CC=C)N1
→ 0	0.0	2	0.4	-7	i	-1.1	-1	-8	-1
(6) O=C(Cn1nc(C(F)(F)F)c2c1CCCC2)N1CCOCC1
→ 0	-0.2	5	1.8	-13	i	-1.8	-4	3	-7
(7) Cc1ccc(-n2nc(-c3ccc(N)cc3)cc2N)cc1
→ -19	0.0	1	1.2	-8	i	0.6	3	-5	4
(8) O=C(Nc1ccccc1C(=O)N1CCOCC1)c1ccc([N+](=O)[O-])cc1
→ -1	-0.7	-15	-0.3	-4	i	-1.4	-7	-3	2
(9) Cc1ccccc1-c1cnc(C(O)c2ccc(F)c(F)c2)[nH]1 (configuration not stated)
→ -2	0.6	-6	-1.5	.	i	-0.6	-2	-1	6
(10) O=[N+]([O-])c1ccc(NN=C2CC3CCC2C3)c([N+](=O)[O-])c1 (configuration not stated)
→ 5	0.0	-40	-0.6	.	i	2.4	-8	5	2
(11) CCOc1cc(/C=C2/N=C(c3ccc4c(c3)OCO4)OC2=O)ccc1OC(C)=O
→ 6	-0.3	-5	0.9	4	i	-1.1	5	-2	9
(12) c1ccc(CCNCc2cccs2)nc1
→ 5	-0.3	-2	0.8	-7	i	-2.6	4	-1	-4
(13) CCOC(=O)/C=C1\SCC(=O)N1CC(=O)Nc1ccccc1OC(F)F
→ 1	-0.4	0	-1.3	-6	i	-1.6	8	-2	-2
(14) CCOc1ccc(NC(=S)Nc2ccccc2C2CC2)cc1
→ -3	-0.4	-2	-1.0	-1	i	0.0	5	-1	-2
(15) CC(=O)c1cccc(NC(=O)NCc2ccccn2)c1
→ 7	-0.7	4	.	12	i	1.5	1	-2	-1
(16) Nc1cc(=O)nc(SCC(=O)Nc2ccccc2Cl)n1-c1ccccc1
→ 0	-0.4	-3	0.6	-3	i	0.2	-2	0	-1
(17) COc1ccc(C(=O)Nc2ccccc2C(=O)Nc2cccnc2)cc1
→ -1	-2.0	3	0.1	-4	i	0.6	0	-2	-7
(18) C(=N\Nc1ccc(-n2ccnc2)nn1)/c1ccccc1
→ 5	0.6	-1	1.0	-3	i	0.3	4	-4	0
(19) O=C(CN1C(=O)C2CCCCC2C1=O)N1CCN(c2ccccc2)CC1 (configuration not stated)
→ -5	-1.5	1	-0.9	1	i	0.4	6	0	0
(20) Cc1cnc(NC(=O)c2cccs2)s1
→ 5	-1.7	-9	0.0	4	i	-0.1	3	0	0
(21) COc1cc(C(=O)NNC(=O)c2nn(C)c(=O)c3ccccc23)cc(OC)c1OC
→ 3	-0.1	0	0.8	-10	i	-1.1	9	-1	4
(22) Cn1c(C(=O)N2CCCC2)cc2c(=O)n(C)c3ccccc3c21
→ 9	-0.6	10	0.3	2	i	-1.4	0	-1	3
(23) O=C(NCCc1ccccc1)c1cccnc1N1CCCCCC1
→ 2	-0.4	3	0.9	-2	i	-0.7	-4	3	-2
(24) Cc1ccc(Br)cc1S(=O)(=O)N1CCN(c2ccccc2)CC1
→ -5	0.7	-3	1.8	1	i	1.5	1	4	6
(25) COc1ccc(NC(=S)N(CCN2CCOCC2)Cc2cc3cc4c(cc3[nH]c2=O)OCCO4)cc1
→ -3	0.0	5	3.1	6	i	1.1	5	-3	6
(26) CCCCNC(=O)CSc1nc2ccc(N3CCOCC3)cc2c(=O)n1CCc1ccccc1
→ -8	-0.3	0	3.6	-2	i	1.6	5	-2	-9
(27) COc1ccc(Sc2ccc(/C=C3\C(=O)NN(c4ccccc4)C3=O)o2)cc1
→ 56*	-0.5	7	-0.6	35	i	4.4	8	8	7
(28) Cc1ccc(C(=O)N2CCOCC2)cc1S(=O)(=O)N1CCCC1
→ 2	-0.6	5	-0.7	-15	i	-2.2	-1	2	-4
(29) COc1ccc(/C(C)=N/NC(=O)C(NC(=O)c2ccccc2)c2n[nH]c(=O)c3ccccc23)c(OC)c1 (configuration not stated)
→ 1	0.2	4	-0.5	-7	i	0.3	-4	0	3
(30) OCC1(CC2CCCCO2)CCN(Cc2cccc(O)c2)CC1 (configuration not stated)
→ 6	-1.2	-1	-0.5	4	i	0.4	-2	0	-4
(31) CC1CCC2(CC1)NC(=O)N(CC(=O)Nc1cccc(S(=O)(=O)N(C)c3ccccc3)c1)C2=O (configuration not stated)
→ -14	0.3	0	0.3	.	i	-0.7	0	0	-3
(32) Cc1ccc(C(=O)N/N=C/C2=Cc3ccccc3OC2C)cc1 (configuration not stated)
→ -4	0.4	-14	2.1	-13	i	1.8	-6	3	2
(33) C=CCN(C(=O)c1csnn1)C(C(=O)NC1CCCC1)c1ccc(OC)cc1 (configuration not stated)
→ 1	-0.7	1	-0.6	-2	i	-1.1	-1	-1	-2
(34) CCC(CC)COC(=O)C1=C(C)NC(=O)NC1c1ccc(OC)cc1 (configuration not stated)
→ 1	-0.1	-1	-1.0	-16	i	0.5	1	-3	-6
(35) Cc1ccc(NCc2nnc(SCC(=O)Nc3cccc(O)c3)n2CC2CCCO2)c(C)c1 (configuration not stated)
→ -9	5.0	-1	-0.4	-2	i	-1.0	2	-2	-6
(36) O=C(Nc1ccccc1)C1CCN(C(=O)c2ccco2)CC1
→ -1	-0.7	1	-0.1	-9	i	-1.8	0	-2	0
(37) N#CCN1C(=O)C2CCCN2c2ccc(S(=O)(=O)N3CCOCC3)cc21 (configuration not stated)
→ 9	1.0	-3	-1.1	-4	i	-0.4	3	-1	1
(38) Cc1cc(S(=O)(=O)N2CCOCC2)ccc1OCC(=O)Nc1cccc(C(F)(F)F)c1
→ -3	-0.2	1	-0.1	-6	i	-1.4	4	-2	-6
(39) O=C(c1ccc(CSc2nc3ccncc3[nH]2)cc1)N1CCCCCC1
→ 4	-0.9	-3	-1.4	-12	i	17	-2	0	-1
(40) CCOC(=O)c1cc(-c2cccs2)nc2c1c(C)nn2-c1ccccn1
→ -2	0.1	-7	0.5	12	i	16	0	26	10
(41) CCN(CC)C(=O)C1=C(C)N(Cc2ccc(F)cc2)C(=O)C(CC(=O)NCC2CCCCC2)C1 (configuration not stated)
→ -1	-0.6	4	-0.8	.	i	1.2	8	3	0
(42) CCC(=O)CN(Cc1cc(OC)ccc1OC)S(=O)(=O)c1ccccc1Br
→ 1	-0.6	2	-1.1	-4	i	0.9	2	0	-6
(43) O=C(CNC(=O)c1ccccc1)NCC(=O)OCc1ccc(Cl)cc1
→ 0	0.7	0	-0.7	-14	i	-1.9	2	-4	-8
(44) CC(C)CNC(=O)COC(=O)c1ccc([N+](=O)[O-])cc1Cl
→ 2	0.3	-33	0.8	-4	i	-1.9	2	0	1
(45) O=C(NN=C1CCCC1)C1COc2ccccc2O1 (configuration not stated)
→ 3	0.3	0	-1.3	0	i	0.1	-12	1	-1
(46) COC(=O)[C@@]12C[C@@H](CC(=O)NCCCCc3ccccc3)C(=O)N(Cc3ccc4c(c3)OCO4)C1=CCC(C)(C)C2
→ .	-0.3	6	0.0	.	.	9.3	-3	.	.
(47) Cc1ccc(SCC(=O)NNC(=O)c2ccccc2)cc1C
→ 0	-0.2	1	-0.8	-2	i	-1.0	-3	-2	2

Screening results as filed in PubChem.
